High-throughput results deposited in PubChem by The Scripps Research Institute Molecular Screening Center.
CHO-K1 Ca PAM: nonselective calcium activators in parental CHO-K1 cells, primary screen, counter-screen for M1 PAM project, cell-based, Fluo-8 calcium fluorescence, full deck, 1536-well | ATP EC20; 0% at ATP EC20, 100% at ATP max | AID 602247, 2012 | activation, % at 3 µM | 360,000 compounds, 0.02% hits;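 active = activation above the run cutoff, the mean activation of all test compounds plus 3 SD, cut at about 40% in these data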;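 also: peak over basal fluorescence ratio in a 140 s read after ATP addition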
CHO parental Ca: ATP-evoked calcium signal inhibitors, parental CHO, primary screen, counter-screen for OX1R antagonist project, cell-based, fluorescence, Fluo-8 calcium dye; parental CHO-K1, ATP-induced calcium, Fluo-8 fluorescence; inhibition, % at 5.6 µM; 330,000 compounds, 0.63% hits;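 active = inhibition above that plate's mean sample inhibition plus 3 SD, cut at about 26% in these data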;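 also: 0% = ATP-challenged DMSO wells and 100% = DMSO wells without ATP; some compounds past the cut are filed as inactive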
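Test system: untransfected parental CHO cell line. Compound: one dose, 5.6 µM nominal. Detection: intracellular calcium via Fluo-8 no-wash fluorescent dye. Measure: % inhibition. Benchmarks: ATP-challenged DMSO wells low, unchallenged DMSO wells high.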
TAAR1 antag: human TAAR1 antagonists, primary screen, Fluo-8 calcium fluorescence, CHO RD-HGA16 cells | antagonist | inhibition, % at 3 µM | Trace amine-associated receptor 1 (Homo sapiens), Q96RJ0 | 360,000 compounds, 1.5% hits;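 active = inhibition above a per-plate cutoff, the mean inhibition of test compounds on that plate plus 3 SD, cut at about 49% in these data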;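 also: 0% = DMSO plus EC80 beta-PEA response and 100% = DMSO alone without agonist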
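Test system – hTAAR1-expressing CHO RD-HGA16 cells, Gα16-coupled · Also added – β-PEA at EC80 concentration, post-compound challenge · Compound – 3 µM, single point · Incubation – dye loading 75 min at 37 °C, then 30 min room temperature · Measured by – Fluo-8 intracellular calcium dye fluorescence, real-time kinetic reads · Benchmarks – vehicle and agonist controls · Replicates – singlicate, one well per test compound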
M1 antag: human M1 muscarinic receptor antagonists, primary screen, CHO-K1 cells, Fluo-8 calcium fluorescence, 1536-well; CHO-K1 hM1, ACh EC80 antagonist; inhibition, % at 3 µM; 360,000 compounds, 1.3% hits; AID 588852, 2011;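 active = percent inhibition above its own plate's cutoff, namely the mean of that plate's compound wells plus 3 SD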;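 also: peak over basal fluorescence ratio during 140 s after agonist addition; 0% = ACh EC80 plus DMSO and 100% = DMSO alone without agonist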
Target sequence (P11229 whole entry, looked up): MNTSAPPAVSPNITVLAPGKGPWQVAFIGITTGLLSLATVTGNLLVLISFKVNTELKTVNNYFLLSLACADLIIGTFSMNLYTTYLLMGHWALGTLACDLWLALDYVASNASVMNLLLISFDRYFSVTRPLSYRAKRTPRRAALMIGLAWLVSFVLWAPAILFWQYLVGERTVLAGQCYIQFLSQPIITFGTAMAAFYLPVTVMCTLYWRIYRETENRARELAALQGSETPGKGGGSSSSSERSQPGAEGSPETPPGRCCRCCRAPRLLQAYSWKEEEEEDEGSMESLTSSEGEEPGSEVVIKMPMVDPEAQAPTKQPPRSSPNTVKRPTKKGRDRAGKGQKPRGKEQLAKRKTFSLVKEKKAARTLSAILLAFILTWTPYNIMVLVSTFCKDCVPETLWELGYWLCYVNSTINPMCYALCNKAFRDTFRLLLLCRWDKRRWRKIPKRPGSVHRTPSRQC
OXTR potentiator: human OXTR potentiators, primary screen, fluorescence, CHO-OTR cells, Fluo-8 calcium. Fluo-8 calcium fluorescence, potentiator mode; 0% = oxytocin EC15, 100% = EC100. Oxytocin receptor (Homo sapiens), P30559. 320,000 compounds, 0.061% hits. activation, % at 3 µM;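 active = activation above that plate's cutoff, the mean activation of tested compounds plus 3 SD, cut at about 6.6% in these data, passing the limit was not always enough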;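 also: 100% uses oxytocin at 75 nM as the full agonist control; some results filed as inactive read as strong as hits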
Target sequence (P30559 whole entry, looked up): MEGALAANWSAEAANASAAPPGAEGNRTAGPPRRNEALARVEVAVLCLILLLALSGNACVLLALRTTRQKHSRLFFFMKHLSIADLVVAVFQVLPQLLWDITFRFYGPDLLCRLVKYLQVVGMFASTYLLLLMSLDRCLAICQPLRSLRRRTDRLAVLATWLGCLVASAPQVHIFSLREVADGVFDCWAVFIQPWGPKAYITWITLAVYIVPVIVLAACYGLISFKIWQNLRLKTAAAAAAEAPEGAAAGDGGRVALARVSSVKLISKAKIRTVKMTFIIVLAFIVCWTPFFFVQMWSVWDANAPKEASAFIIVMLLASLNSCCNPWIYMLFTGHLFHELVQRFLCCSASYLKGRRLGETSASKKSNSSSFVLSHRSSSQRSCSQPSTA
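Replication – single well per compound, singlicate · Assay system – CHO cell line stably expressing human OTR · Timing – 6 min pre-incubation, 100 s read · Measure – normalized max/min fluorescence ratio, % activation · Doses – 3.0 µM, one dose · Detection – Fluo-8 calcium dye fluorescence · Probe or stimulus – oxytocin near EC15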
CHO-K1 Ca antag: nonselective inhibitor or artifact in parental CHO-K1 cells; ATP-induced calcium, Fluo-8 fluorescence; inhibition, % at 3 µM; 360,000 compounds, 0.6% hits; AID 602250;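 active = inhibition above a per-plate cutoff, the plate's mean sample inhibition plus 3 SD, cut at about 24% in these data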;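 also: 0% = DMSO plus EC80 ATP and 100% = DMSO alone without ATP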
TAAR1 agonist: human TAAR1 agonists, primary screen, Fluo-8 calcium fluorescence, CHO RD-HGA16 cells. Trace amine-associated receptor 1 (Homo sapiens), Q96RJ0. vehicle wells 0%, saturating PEA agonist 100%. activation, % at 3 µM. 360,000 compounds, 0.99% hits. AID 624467, 2012;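 active = activation above the mean activation of all test compounds in the run plus 3 SD, cut at about 38% in these data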
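System: CHO RD-HGA16 cells carrying human TAAR1 plus Gα16; Incubation: 17-24 h seeding, 75 min 37 °C dye, 30 min RT; Measured by: Fluo-8 fluorescence, 5 s baseline then 140 s kinetic read; Control set: DMSO and PEA EC100; Replication: single well for each compound.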
M1 ag parental: counter-screen for M1 agonists: effect in parental CHO-K1 cells. AID 602248, 2012. 360,000 compounds, 0.48% hits. activation, % at 3 µM. Fluo-8 calcium fluorescence; scaled to maximal ATP response, vehicle zero; in the data active = activation above about 15%;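 also: untransfected CHO-K1 host cells lacking M1 receptor as counterscreen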
M1 ag: human M1 muscarinic receptor agonists, primary screen, Fluo-8 calcium fluorescence, CHO-K1 cells, HTS | Muscarinic acetylcholine receptor M1 (Homo sapiens), P11229 | CHO-K1 hM1, agonist mode; 0% DMSO, 100% acetylcholine EC100 | activation, % at 3 µM | 360,000 compounds, 0.33% hits | AID 588814, 2011;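 active = activation above the run's mean compound activation plus 3 SD, cut at about 16% in these data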;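 also: peak over basal fluorescence ratio within a 140 s kinetic read after compound addition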
Starred values were filed as active, the others as inactive; x = not tested or not shown. Not a hit list. About 4.2% of those tested had a hit in this group.

The line under a structure holds: CHO-K1 Ca PAM | CHO-K1 Ca antag | OXTR potentiator | M1 antag | M1 ag | TAAR1 agonist | TAAR1 antag | CHO parental Ca | M1 ag parental
O=C(COc1cc(Cl)c(Cl)cc1Cl)NCCN1CCOCC1
  -18 | -12 | -14 | -5 | -2 | 2 | 3 | -5 | 0.6
COCCNC(=O)c1ccc(Cl)c(S(=O)(=O)Nc2cccc(C)c2C)c1
  -8 | -2 | -13 | 6 | -1 | 1 | -2 | -3 | 1.1
CCCC(=O)NC(=S)Nc1ccc(NC(=O)C(C)C)c(OC)c1
  -8 | 0 | -3 | -5 | -5 | 2 | 7 | 0 | 0.8
Cc1ccc(-c2nc(N3CCN(C)CC3)c3ccccc3n2)cc1
  20 | -6 | 6 | -5 | 1 | 8 | -21 | -15 | 0.6
Cc1c(C(=O)OC(C)C)sc(NC(=O)c2cccnc2)c1C#N
  18 | -7 | -12 | -3 | 3 | 13 | 14 | -18 | 2.8
CCOC(=O)c1cnc(SCc2cccc(C)c2)nc1N
  6 | -14 | -18 | -7 | -2 | 6 | 2 | 16 | 0.2
O=C(Cn1c(=O)[nH]c2ccccc2c1=O)N1CCN(c2cccc(Cl)c2)CC1
  20 | -16 | -13 | -15 | -1 | 2 | -4 | -6 | 2.1
C=CC(=O)Nc1cccc(Oc2ccnc3[nH]ccc23)c1
  -4 | 8 | x | 25 | -14 | x | x | x | -0.3
O=C(c1ccc([N+](=O)[O-])s1)N1CCN(c2ccccn2)CC1
  -4 | 3 | -2 | 9 | -11 | 0 | 6 | 1 | 1.4
O=C(O)C(C(=O)Oc1ccccc1)C(C(=O)O)C(=O)Oc1ccccc1 (stereo not drawn)
  2 | -15 | -4 | 4 | -2 | -2 | 3 | -4 | 0.4
CC(Sc1nnnn1C1CC1)C(=O)N1c2ccccc2NC(=O)C1(C)C (stereo not drawn)
  10 | 6 | -6 | 8 | 0 | 1 | -18 | -11 | 3.3
O=C(C[C@@H]1C/C=C\C[C@@H](Cc2ccc(F)cc2)C(=O)OC[C@@H](Cc2c[nH]c3ccccc23)NC1=O)NCCO
  17 | -14 | 5 | -8 | -2 | 15 | -3 | -3 | 0.1
CC(C)(C)c1csc(NNC(=O)c2ccc(Cl)cc2)n1
  1 | -4 | -7 | -22 | -3 | 3 | -25 | -16 | 0.7
O=C1COc2ccc(S(=O)(=O)N3CCc4ccccc43)cc2N1
  7 | -3 | -8 | -8 | 1 | 2 | 10 | -36 | 3.5
COCCN(CCNC(=O)c1ccc(NC2=NC3CS(=O)(=O)CC3S2)cc1)Cc1ccco1 (stereo not drawn)
  8 | -1 | -6 | -7 | -4 | 1 | -2 | -12 | 0.2
CCSS(=O)(=O)c1cccc2cccnc12
  -22 | 1 | 0 | -1 | -6 | 7 | -16 | 3 | 0.0
Cc1cc(C(=O)Nc2ncn(Cc3ccc(F)cc3)n2)ccc1[N+](=O)[O-]
  25 | -27 | -3 | -4 | -4 | 4 | -16 | -18 | 1.1
CC(=O)C[C@@H](O)CC(=O)[C@@H]1OC(=O)CC/C=C\Cc2ccccc21
  -13 | -1 | -1 | -9 | 4 | 3 | 4 | -7 | 0.0
C=CCNc1nc(C(=O)OCC(=O)NCc2ccccc2OC)cs1
  9 | -5 | -9 | -9 | -1 | 0 | -2 | -32 | 0.1
CCCC(=O)N1CCN(S(=O)(=O)c2cc(Cl)ccc2OC)CC1
  18 | -19 | -5 | -1 | -5 | 3 | 9 | -2 | 0.2
COc1ccc(Br)cc1-c1noc(-c2ccccc2F)n1
  19 | -23 | -3 | -7 | -3 | 13 | -13 | 0 | 0.4
CCOCCCNC(=O)Cn1nc(Cc2ccncc2)c2ccccc2c1=O
  -7 | -8 | -2 | -16 | -4 | 2 | -15 | -4 | 1.2
Cc1cccc(/C=C/c2onc(C)c2[N+](=O)[O-])n1
  x | x | 1 | x | x | -1 | -5 | -11 | x
O=C(Cc1ccc([N+](=O)[O-])cc1)Nc1ccc(Br)cn1
  -8 | -9 | -9 | -4 | -2 | 7 | 7 | -5 | 1.6
Cc1cc(OC2CCCCC2)nc(NCc2ccccc2)n1
  -2 | 5 | -10 | -3 | -3 | 2 | -19 | -27 | 0.5
O=C(O)/C=C\C(=O)Nc1ccccc1C(=O)N1CCC(O)(c2ccc(Cl)cc2)CC1
  -16 | 13 | x | -8 | 0 | 5 | -7 | x | -0.2
Cc1ccc(NCc2nnc(SCC(=O)OC3CCCCC3)o2)c(C)c1
  4 | -9 | -12 | 7 | 0 | 1 | 5 | 4 | 0.7
COc1ccc(C(C#N)N2CCCCC2)cc1OC (stereo not drawn)
  0 | -7 | 1 | -14 | 2 | 6 | 13 | 2 | -0.1
COCCCNC(=O)C[C@@H]1C[C@@]2(C(=O)OC)CCCCC=C2N(Cc2ccccc2)C1=O
  -5 | -5 | x | x | x | 4 | -7 | x | 1.1
CCOC(=O)[C@H]1[C@H]2COc3ccc(Cl)cc3[C@@H]2N2C(=O)c3cc(Br)ccc3NC(=O)[C@@]12C
  4 | -3 | -8 | 7 | -7 | 11 | 10 | 2 | 0.1
CC(C)CN(C(=O)CSc1nc2ccccc2c(=O)[nH]1)c1c(N)n(CC(C)C)c(=O)[nH]c1=O
  15 | -19 | -5 | -18 | 0 | 6 | -1 | 6 | 0.3
CCCCc1nc2sc3c(=O)n(N)cnc3c2c2c1CCC2
  19 | -6 | -6 | -3 | -7 | 0 | 6 | -1 | 0.7
Cc1ccc(S(=O)(=O)N2CCCC(C(=O)NC3CC3)C2)cc1 (stereo not drawn)
  -2 | -8 | -4 | 7 | -3 | -2 | -5 | 8 | 0.6
O=C(COC(=O)c1ccc(-c2nnc(-c3ccccc3)o2)cc1)c1ccccc1
  5 | 14 | -5 | -8 | -5 | 2 | 6 | -13 | 1.2
Cc1cccc(N2CC(C(=O)Nc3ccc(S(=O)(=O)NCC4CCCO4)cc3)CC2=O)c1C (stereo not drawn)
  -7 | -16 | -6 | 3 | -5 | 3 | -18 | 2 | 0.5
C=CC[C@H](CC(=O)NCCO)C(=O)NC[C@@H](OC(=O)[C@H](CC=C)CC(=O)OC(C)(C)C)c1ccccc1
  15 | -20 | 1 | -18 | 2 | 10 | 24 | -14 | 0.4
c1ncn(C23CC4CC(CC(C4)C2)C3)n1
  19 | -19 | -5 | -11 | -5 | 2 | -8 | -6 | 0.5
FC(F)(F)c1cc(-c2ccco2)nc(NCc2ccco2)n1
  -7 | 8 | -8 | -1 | -1 | 2 | 0 | -11 | 0.4
COc1cccc(Oc2cc(NN3CCCCC3)c([N+](=O)[O-])cc2[N+](=O)[O-])c1OC
  3 | -18 | -9 | -6 | -11 | 0 | 11 | -6 | 0.3
O=C(CSCCO)Nc1cccc(C(F)(F)F)c1
  22 | -15 | -6 | -17 | -5 | 11 | -3 | -7 | 1.1

One compound at a time, from the list above. Order of values: CHO-K1 Ca PAM	CHO-K1 Ca antag	OXTR potentiator	M1 antag	M1 ag	TAAR1 agonist	TAAR1 antag	CHO parental Ca	M1 ag parental
O=C(CSCCO)Nc1cccc(C(F)(F)F)c1 as listed: 22	-15	-6	-17	-5	11	-3	-7	1.1
Cc1cccc(N2CC(C(=O)Nc3ccc(S(=O)(=O)NCC4CCCO4)cc3)CC2=O)c1C (stereo not drawn) as listed: -7	-16	-6	3	-5	3	-18	2	0.5
C=CC[C@H](CC(=O)NCCO)C(=O)NC[C@@H](OC(=O)[C@H](CC=C)CC(=O)OC(C)(C)C)c1ccccc1 as listed: 15	-20	1	-18	2	10	24	-14	0.4
O=C(COC(=O)c1ccc(-c2nnc(-c3ccccc3)o2)cc1)c1ccccc1 as listed: 5	14	-5	-8	-5	2	6	-13	1.2
c1ncn(C23CC4CC(CC(C4)C2)C3)n1 as listed: 19	-19	-5	-11	-5	2	-8	-6	0.5

Next results follow:
The line under a structure holds: CHO-K1 Ca PAM | CHO-K1 Ca antag | OXTR potentiator | M1 antag | M1 ag | TAAR1 agonist | TAAR1 antag | CHO parental Ca | M1 ag parental
Cc1nn(C(C)(C)C)c(NC(=O)c2ccc(Cl)cc2Cl)c1Br
  -3 | 4 | -8 | 6 | -3 | 9 | -11 | -12 | -0.2
COc1ccc(/C(C)=N/NC(=O)c2nnn(-c3nonc3N)c2-c2cccs2)cc1OC
  10 | -9 | -2 | 0 | 0 | 2 | -13 | -3 | 4.5
Fc1ccc(NCc2nnc(SCc3ccccc3)o2)cc1
  10 | -20 | -21 | -3 | -3 | -1 | -9 | -13 | 5.5
O=C(CSc1nc(-c2ccco2)cc(C(F)(F)F)n1)Nc1ccc2c(c1)OCO2
  10 | -14 | -8 | 1 | -6 | 12 | 12 | -4 | 0.8
COc1ccc(CC(=O)Nc2cccc(SC)c2)cc1OC
  5 | 9 | x | 14 | 1 | 4 | 8 | x | 11
Cc1ccc(CNC(=O)c2cncc(Br)c2)cc1
  19 | -9 | -11 | -1 | -4 | 5 | -4 | -8 | 4.6
O=C(NCc1cc(C(F)(F)F)ccc1F)C1CCC(=O)N(C2CC2)C1 (stereo not drawn)
  -13 | -7 | -8 | 10 | -3 | 1 | -21 | -4 | 0.8
Cc1cc[n+](C2=C([O-])c3ccccc3C(=O)/C2=N\S(=O)(=O)c2cccs2)cc1C
  -5 | 1 | -3 | 1 | -1 | 4 | -17 | -13 | 0.3
Cc1ccc2cc(C(c3nnnn3Cc3ccccc3)N3CCc4ccccc43)c(=O)[nH]c2c1C (stereo not drawn)
  19 | -4 | -3 | 1 | -4 | 1 | 7 | -21 | 0.8
CCN(CC)c1nc(-c2ccc(Cl)cc2)cc(C(F)(F)F)c1C#N
  12 | 2 | -9 | 10 | 0 | 6 | -7 | -5 | 0.3
O=C(Cn1cc(C(F)(F)F)ccc1=O)Nc1cc(S(=O)(=O)N2CCOCC2)ccc1Cl
  9 | -7 | -1 | -12 | -5 | 6 | -7 | -8 | 0.0
Cc1cnc(C(=O)Nc2ccc(C)c(S(=O)(=O)N(C)C)c2)cn1
  2 | 3 | -4 | -9 | -4 | 2 | -10 | -6 | 0.6
O=C(O)CCC(=O)Nc1ccc(N2CCCCCC2)cc1
  15 | -7 | -9 | -9 | -2 | 12 | 0 | -1 | 0.0
